Assay outcomes deposited in PubChem by several laboratories.
DNA FID counter – displaces DNA intercalator in HCV helicase counter-screen. DNA fluorescent intercalator displacement, fluorescence. inhibition, % at 7.9 µM. 290,000 compounds, 0.17% hits. AID 1845; in the data active = inhibition above about 37%;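 note: 0% = vehicle and 100% = reference compound; higher means more ethidium bromide displaced from hairpin DNA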
SUMO HTRF inh – inhibitors of human SUMOylation (UBC9); P63279; HTRF SUMOylation assay, SAE1/SAE2 + UBC9, in vitro; inhibition, % at 35 µM; 290,000 compounds, 0.36% hits; in the data active = inhibition above about 50%, passing the limit was not always enough; note: strong numbers were not always called active
Target sequence (P63279 whole entry, looked up): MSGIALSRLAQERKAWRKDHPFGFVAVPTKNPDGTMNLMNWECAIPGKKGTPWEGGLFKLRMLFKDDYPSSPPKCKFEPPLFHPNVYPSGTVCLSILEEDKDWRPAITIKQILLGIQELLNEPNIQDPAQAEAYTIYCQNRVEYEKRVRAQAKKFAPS
MEKK3 PB1 HTS – modulators (inhibitors or enhancers) of MEK5 binding to human MEKK3 PB1 domain. Q99759. bead-based flow cytometry, Alexa488-MEK5 binding to MEKK3; actives lie on both sides; 0 = blocked by unlabeled MEK5, 100 = vehicle. binding response (% of control), % at 10 µM. 290,000 compounds, 1.4% hits. AID 1529;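 active = binding response more than 3 SD above or below the average of its plate-row segment, actives on both sides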;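 note: Alexa488 bead fluorescence after subtracting the streptavidin-only scavenger bead signal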
IDE cell activ – activators of human insulin-degrading enzyme in cells. P14735. HEK cells, FAbeta-B cleavage, fluorescence polarization; 0% vehicle, 100% cell-free pure enzyme wells. AID 493087. activation, % at 5.96 µM. 340,000 compounds, 0.073% hits;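 active = activation above the mean of all tested compounds plus 3 SD, set per screening campaign, cut at about 17% in these data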
IMP-1 inh – blocks Pseudomonas aeruginosa IMP-1 metallo-beta-lactamase; AID 1556; purified IMP-1, nitrocefin hydrolysis, epi-absorbance fluorescence; 290,000 compounds, 0.45% hits; inhibition, % at 5.6 µM;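 active = inhibition above the mean plus 3 SD of all compounds in the same screening run, cut at about 4.5% in these data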;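 note: 0% = IMP-1 with DMSO and 100% = DMSO wells lacking enzyme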
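Assay system: purified IMP-1; Quantity: IMP-1 0.2 nM before substrate addition; Medium: HEPES buffer pH 7.1 with ZnSO4 and Brij 35; Incubation: 15 min enzyme–compound preincubation, then 25 min nitrocefin reaction, 25 °C; Signal: fluorescence quenching readout, ex 480/em 530 nm; Controls: DMSO with and without IMP-1; Repeats: singlicate testing.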
NS3 helicase inh – blocks Hepatitis C virus NS3 helicase unwinding; NS3 helicase DNA unwinding, Cy5 molecular beacon fluorescence; AID 1800; 290,000 compounds, 0.56% hits; inhibition, % at 10.9 µM;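 active = inhibition above the mean of all tested compounds plus 3 SD, set per campaign, cut at about 35% in these data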;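 note: 0% = DMSO wells and 100% = thioflavine S control wells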
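Assay system: hepatitis C virus NS3 helicase domain fragment enzyme. Also added: annealed dual-labelled DNA beacon duplex, ATP-started. Timing: 1 h reaction at 25 °C, ATP-initiated. Technique: Cy5 fluorescence at 0 and 60 min, beacon hairpin quenching. Evaluation: % inhibition of unwinding. Replication: one well per compound.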
PHOSPHO1 inh – PHOSPHO1 (human) inhibition | recombinant PHOSPHO1, absorbance phosphatase assay | inhibition, % at 13.3 µM | 290,000 compounds, 1.1% hits; in the data active = inhibition above about 60%
Target sequence (Q8TCT1 whole entry, looked up): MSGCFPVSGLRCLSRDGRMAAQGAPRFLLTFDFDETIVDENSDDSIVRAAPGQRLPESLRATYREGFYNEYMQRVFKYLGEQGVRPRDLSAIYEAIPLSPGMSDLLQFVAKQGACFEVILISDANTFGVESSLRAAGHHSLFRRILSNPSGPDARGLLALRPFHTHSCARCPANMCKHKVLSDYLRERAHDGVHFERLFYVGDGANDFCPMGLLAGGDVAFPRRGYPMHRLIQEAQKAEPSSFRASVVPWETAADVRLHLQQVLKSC
pCIP destab – compounds decreasing mouse p/CIP protein stability; decrease of EGFP signal, % at 10 µM; F442A p/CIP-EGFP cells, EGFP fluorescence, 16 h; AID 1984; 290,000 compounds, 0.01% hits; Q05BA5;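 active = EGFP signal decrease of at least 30% at 10 µM or well 3 SD below plate mean, unless failing retest; inactive = the rest, including hits failing retest or dose response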; note: some compounds called inactive have numbers as strong as hits; many of its hits are not listed in these tables
VIM-2 inh – inhibitors of Pseudomonas aeruginosa VIM-2 metallo-beta-lactamase; purified VIM-2, nitrocefin hydrolysis, epi-absorbance fluorescence; inhibition, % at 5.6 µM; 290,000 compounds, 0.89% hits; AID 1527;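 active = inhibition above the mean of all tested compounds plus 3 SD, cutoff set per screening run, cut at about 7.5% in these data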;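 note: red hydrolysis product quenches plate fluorescence so inhibitors raise well fluorescence; 0% = enzyme with DMSO and 100% = DMSO without enzyme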
* = called active by the depositor; . = no result given. Some of the compounds tested, so the mix of outcomes need not match the whole.

Results follow in this order: MEKK3 PB1 HTS, IDE cell activ, VIM-2 inh, NS3 helicase inh, SUMO HTRF inh, DNA FID counter, IMP-1 inh, PHOSPHO1 inh, pCIP destab
1) S=C(NCCc1ccccc1)NC1CCC(NC(=S)NCCc2ccccc2)CC1 (configuration not stated)
  112, 2, -2.2, 7, 8, -2, -2.6, 44, 25
2) N/C(Cc1ccc(Cl)cc1Cl)=N\OC(=O)c1cccs1
  98, 3, -0.7, -4, 3, -3, -2.7, 22, 8
3) CCCCCCN(C(=O)CCCCCN1C(=O)NC(c2ccc(-c3ccccc3)cc2)C(C(=O)OCc2ccccc2)=C1C)C(C(=O)NCCCC)c1ccc(OCC(=O)OC)c(C(=O)OC)c1 (configuration not stated)
  93, ., ., ., 4, ., ., 13, 2
4) CC(Sc1ccc2ccccc2c1)C(=O)NC(N)=O (configuration not stated)
  101, 3, -2.4, 23, 22, -5, -3.6, 23, -8
5) COc1ccc([N+](=O)[O-])cc1NC(=O)CSCc1ccccc1C
  90, 7, -0.5, -8, -11, -3, 0.4, -9, 4
6) CN1c2ccccc2Oc2nnc(Cl)cc21
  100, 2, 3.5, 1, 26, -1, -1.0, -17, -2
7) COc1ccccc1Nc1cc(C)nc2c(C)ccc([N+](=O)[O-])c12
  99, 6, -1.1, 4, -19, 1, -2.0, -18, -10
8) COc1cc(CNCc2ccccn2)ccc1OCc1ccc(Cl)cc1Cl
  ., 6, 4.0, -87, 5, 28, -1.8, 50, -4
9) Cc1nn(CC(=O)c2cccc(Cl)c2)c(C)c1[N+](=O)[O-]
  100, -1, -3.8, 0, 1, 7, -2.8, 17, -18
10) CC1CCCCC1NC(=O)CSc1nnc(-c2ccccc2)n1N (configuration not stated)
  107, 1, -2.5, -2, 22, -3, -2.8, 21, -10
11) CCC(Oc1ccc(Br)cc1Cl)C(=O)Nc1nnc(C2CC2)s1 (configuration not stated)
  97, -2, -2.9, -5, -9, -18, -2.1, 12, 9
12) COc1ccc(OC)c(/C=N/NC(=O)c2ccncc2)c1
  105, 4, -0.8, 4, 1, -3, -0.2, -44, 4
13) Cn1cccc1C(=O)NC(=O)COC(=O)CNC(=O)c1ccc(Cl)cc1Cl
  97, 6, -3.3, -1, -18, -6, -1.4, 27, -9
14) O=C(CN(Cc1ccccc1)C(=O)c1csnn1)NCc1ccc2c(c1)OCO2
  93, 6, -1.1, 16, -3, -14, -0.7, 23, 4
15) CCOC(=O)N1CCN(c2ncnc3c2[nH]c2ccc(OC)cc23)CC1
  99, -11, -3.0, 7, 24, -9, -4.4, -5, -4
16) CCOC(=O)N/N=C(\C)c1ccc(Br)cc1
  101, -5, -1.5, 10, -6, 0, -1.5, 3, -2
17) CCCN(CCC)S(=O)(=O)c1cc2c3c(c1)CCN3C(=O)CC2
  102, 3, -1.3, -2, 10, -22, -1.1, 60, -2
18) COc1ccccc1/C=C/C(=O)NC(=S)Nc1ccccn1
  104, -1, 0.1, 34, -4, -17, -3.3, 14, -25
19) CC(C)=N/N=C1/NC(=O)C(Cc2ccccc2)S1 (configuration not stated)
  108, -1, -2.8, 12, -17, -10, -2.2, 14, -6
20) CC(CC12CC3CC(CC(C3)C1)C2)NCc1ccccc1O (configuration not stated)
  101, 4, -2.9, -53, -7, 18, -3.2, 19, -26
21) Oc1ccccc1CN1CCC(C(O)(c2ccccc2)c2ccccc2)CC1
  94, -1, 0.5, -25, 9, 29, 0.4, -5, -3
22) O=C(N/N=C/c1ccc2c(c1)OCO2)c1ccc(Br)o1
  98, 0, -4.2, 8, 4, -5, -3.5, 6, -20
23) CCOC(=O)c1ccc(NC(=O)c2ccc(NS(C)(=O)=O)cc2)cc1
  94, -9, 0.2, -2, -9, -9, -4.9, -3, -2
24) O=C1c2ccccc2NC2(CCCC2)N1O
  110, -6, -2.4, 3, -6, -6, -2.6, 52, -3
25) O=C(NCC1CCCO1)c1cn(-c2ccccc2)nc1-c1ccccc1 (configuration not stated)
  103, -2, 0.6, -16, 5, -22, 0.3, 52, -16
26) CCc1noc(C)c1C(=O)NCCc1ccc(OC)c(OC)c1
  97, 7, -1.3, 7, -2, 2, -3.1, -6, -13
27) O=C(Nc1ccc(N2CCOCC2)cc1)c1ccc(S(=O)(=O)N2CCCCC2)cc1
  ., -1, -1.3, -2, 18, 1, 1.2, 21, -6
28) O=C(NCCc1ccc(Cl)cc1)C1CCN(C(=O)c2ccc(F)cc2)CC1
  104, 3, -0.5, -17, 10, -31, -1.5, 14, -4
29) Cc1cccc(-c2oc3ccccc3c2C#CCCO)c1
  104, -4, 0.0, -3, 24, -11, 0.3, -2, 1
30) COc1ccc(S(=O)(=O)NCC2CCCO2)cc1NC(=O)c1ccccc1 (configuration not stated)
  94, -2, -1.7, 14, 4, -35, -1.6, 51, -7

Record cards, from the list above. Order of values: MEKK3 PB1 HTS	IDE cell activ	VIM-2 inh	NS3 helicase inh	SUMO HTRF inh	DNA FID counter	IMP-1 inh	PHOSPHO1 inh	pCIP destab
Cc1cccc(-c2oc3ccccc3c2C#CCCO)c1 is entered as 104	-4	0.0	-3	24	-11	0.3	-2	1
N/C(Cc1ccc(Cl)cc1Cl)=N\OC(=O)c1cccs1 is entered as 98	3	-0.7	-4	3	-3	-2.7	22	8

Further structures:
Results follow in this order: MEKK3 PB1 HTS, IDE cell activ, VIM-2 inh, NS3 helicase inh, SUMO HTRF inh, DNA FID counter, IMP-1 inh, PHOSPHO1 inh, pCIP destab
31) COc1cc2c(cc1OC)CN(c1nc(CN3CCOCC3)nc3sc4c(c13)CCC(C)C4)CC2 (configuration not stated)
  109, -2, -2.2, -30, -9, -12, -3.6, -10, -5
32) C=CCOC(=O)C1=C(C)NC(SCC(=O)Nc2nccs2)=C(C#N)C1c1cccs1 (configuration not stated)
  96, 4, -2.8, -3, 9, -13, -1.9, 62*, -9
33) O=C(Nc1ncc(S(=O)(=O)c2ccc([N+](=O)[O-])cc2)s1)c1cccc2ccccc12
  99, 2, -0.5, 0, 18, 4, -2.0, 6, 6
34) COc1ccc(-c2cc3cccc(OC)c3oc2=O)cc1
  105, 7, -0.8, 1, 31, -18, -2.4, 26, -6
35) Cc1cc([N+](=O)[O-])ccc1NC(=O)C(C)NC1CCCCC1 (configuration not stated)
  108, 7, -1.4, -5, 9, 9, -2.2, 19, -12
36) COc1cc(CCC(=O)OCC(=O)Nc2ccc(C)cc2Br)cc(OC)c1OC
  103, -3, -1.8, -7, -7, -45, -3.9, 28, -2
37) O=C(NCCc1ccccc1)c1ccc2c(=O)[nH]c3c(C(=O)NCC4CCCO4)sc(=S)n3c2c1 (configuration not stated)
  97, -3, 0.9, -35, -2, 49*, -2.0, 22, -10
38) Cc1ccc(CNC(=O)CSc2ccsc2[N+](=O)[O-])cc1
  88, 5, 0.8, 10, 6, 2, -0.1, 48, -5
39) O=S(=O)(NC(=S)c1ccccc1)c1ccc(F)cc1
  109, 5, -1.2, 4, 24, -2, -3.7, 24, -4
40) CN(C)CCOC(=O)c1sc2ccccc2c1Cl
  98, -5, -2.5, 2, 8, -1, -3.6, 11, 0
41) COc1ccc(C2c3ccc(O)cc3Oc3ncn(Cc4ccccc4)c(=N)c32)cc1OC (configuration not stated)
  97, -15, -3.2, -3, 15, -30, -2.3, 30, -7
42) COC(=O)c1cc(-c2ccc3c(c2)OCO3)nc2ccccc12
  100, 0, 1.2, -3, 15, 1, -2.1, 6, 9
43) O=C(Oc1ccc(N(Cc2cccs2)C2=NS(=O)(=O)c3ccccc32)cc1)c1ccc(Cl)cc1
  106, -6, -4.4, 4, 17, -1, -5.3, -8, -4
44) CCc1noc(C)c1C(=O)N1CCC(CCC(=O)Nc2cccc(OC)c2)CC1
  99, 2, 0.1, 0, 8, -37, -0.6, 58, -1
45) CC(=O)c1c(C(C)=O)c(C)n(-c2nc(-c3ccc(Br)cc3)c(C)s2)c1C
  101, 6, -0.9, 7, 5, -7, -1.4, 13, -2
46) CCCCNC(=O)Cn1cnc2sc(C(=O)OCC)c(C)c2c1=O
  100, 0, -4.1, 1, 16, 1, -2.8, 11, -4
47) Cc1c(C(=O)c2ccc(Cl)c([N+](=O)[O-])c2)c2ccccn2c1CCC#N
  105, 6, 0.2, -8, 31, -1, -2.3, -10, -4
48) CCOC(=O)C(NC(=O)CCl)(Nc1sc(C)c(CC)c1C#N)C(F)(F)F (configuration not stated)
  147*, 4, -0.8, 6, 5, -5, -2.8, -2, -4
49) Cc1cc[n+](Cc2ccc([N+](=O)[O-])cc2)cc1
  96, 6, -0.2, -1, 11, -1, -1.8, 8, 1
50) Cc1ccc(CCNC(=O)CN2C(=O)COc3ccccc32)cc1
  91, 5, -2.4, -8, 22, -15, -2.0, 7, -2
51) CCN(CC(=O)Nc1c(F)cccc1F)C(=O)c1ccc(=O)n(Cc2ccccc2)n1
  102, -3, -4.9, -2, 0, -15, -4.1, 43, 10
52) O=C(Nc1ccccc1O)c1c(O)c2c([nH]c1=O)CCCC2
  93, 3, -0.9, -8, 15, 2, -3.2, 19, -1
53) Cc1nc(N)nc(COc2ccccc2)n1
  102, 1, 0.3, 3, 24, -2, -0.7, 19, -4
54) CN(C)c1cc[n+](CC(=O)c2ccc(Br)cc2)cc1
  94, 0, -1.9, -23, 8, 7, 0.8, -5, 2
55) COc1ccc(S(=O)(=O)N/N=C\c2ccccc2F)cc1
  103, 6, -2.9, -5, 1, -4, -3.7, 36, 0
56) COc1ccc2c(c1)c(C(=O)CN1CCN(Cc3ccccc3)CC1)c(C)n2C
  94, 4, -0.1, -12, 9, 2, -0.4, 6, 3
57) O=C1NC2(CCCC2)C(=O)N1CCS(=O)(=O)Oc1ccccc1
  104, 2, -1.4, 9, 5, -5, -3.9, 65*, -3
58) COCCCn1c(C)nnc1-c1cnn(-c2ccccc2)c1N
  88, 2, -1.5, -3, 11, 0, -0.4, -12, -10
